High-throughput results as filed in PubChem.
esBAF inh – SWI/SNF esBAF complex inhibition. mouse ES cells, Bmi1-luciferase knock-in reporter, 24 h; 100% = twice the neutral-well signal. reporter increase, % at 12.5 µM. hit rate 2% among 350,000; in the data active = activation above about 40%;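 note: 0% = median of the plate's neutral control wells and 100% = double that signal; a rise in the Bmi1 reporter signal indicates esBAF inhibition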
ARNT-TACC3 inh – disrupts binding between human ARNT and TACC3; hit rate 0.66% among 390,000; AlphaScreen His-ARNT PAS-B/GST-TACC3 binding, luminescence; TACC3 fragment carries E629A point mutation; inhibition, % at 9.99 µM;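 active = mean inhibition of replicates at least 50% and at least half of replicates each reaching 50%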;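 note: 0% = complete ARNT plus TACC3 wells and 100% = ARNT alone without TACC3; many hits fall short of the cut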
ERp5 block – ERp5 (human) disulfide isomerase inhibition. AID 651711. Q15084. hit rate 0.05% among 350,000. ERp5 insulin aggregation, absorbance 650 nm, 90 min. inhibition, % at 9.99 µM;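 active = mean replicate inhibition above about 25%, with every replicate also reaching it, limit read from the data, passing the limit was not always enough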
Target sequence (Q15084 whole entry, looked up): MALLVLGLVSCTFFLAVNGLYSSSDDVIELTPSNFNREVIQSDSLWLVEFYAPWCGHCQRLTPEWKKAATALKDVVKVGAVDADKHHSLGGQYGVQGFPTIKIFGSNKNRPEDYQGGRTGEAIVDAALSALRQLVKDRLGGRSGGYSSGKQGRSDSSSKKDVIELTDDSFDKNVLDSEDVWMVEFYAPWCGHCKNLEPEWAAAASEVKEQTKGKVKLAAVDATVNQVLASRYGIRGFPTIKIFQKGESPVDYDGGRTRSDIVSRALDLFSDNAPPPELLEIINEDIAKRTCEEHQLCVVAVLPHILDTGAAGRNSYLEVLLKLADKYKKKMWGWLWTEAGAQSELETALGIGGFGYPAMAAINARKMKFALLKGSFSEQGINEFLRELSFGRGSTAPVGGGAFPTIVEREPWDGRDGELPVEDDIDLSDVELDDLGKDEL
Casp6 inh – inhibitors of human caspase-6. inhibition, % at 12.5 µM. P55212. purified caspase-6, Z-VEID-R110 cleavage fluorescence. AID 686996. hit rate 0.53% among 350,000;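 active = mean inhibition across replicates at least about 35%, with every replicate also reaching that limit, limit read from the data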;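 note: 0% = median of neutral control wells and 100% = no fluorescence left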
Target sequence (P55212 24-179 limits assumed): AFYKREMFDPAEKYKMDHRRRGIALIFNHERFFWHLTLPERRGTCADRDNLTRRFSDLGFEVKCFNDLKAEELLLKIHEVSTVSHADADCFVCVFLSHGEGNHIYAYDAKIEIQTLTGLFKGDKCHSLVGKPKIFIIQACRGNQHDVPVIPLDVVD
Target sequence (P55212 194-293 limits assumed): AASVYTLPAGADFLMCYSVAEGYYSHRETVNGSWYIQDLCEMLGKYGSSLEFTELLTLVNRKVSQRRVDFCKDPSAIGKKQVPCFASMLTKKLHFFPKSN
E-selectin induc – E-selectin induction on HUVECs. HUVEC E-selectin immunofluorescence imaging; normalized: neutral wells 0, TNF-alpha wells 100. activation, % at 7.58 µM. hit rate 0.37% among 260,000. AID 686992;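 active = mean E-selectin-positive cell signal at least 10% of the positive control, reached in at least 60% of replicates, without over 20% cell loss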;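 note: in these data hits start at about 27%; measured in HUVEC primary endothelial cells; signal is the percent of cells scored E-selectin positive by PE staining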
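Material: HUVEC primary endothelial cells; Amount: 3,000 cells per well; Dosing: single concentration; Medium: EGM-2 growth medium on 0.1% gelatin-coated wells; Read-out basis: percent E-selectin-positive cells; Signal: immunofluorescence imaging; Control set: TNF-alpha, DMSO.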
RAD52 anneal inh – inhibitors of human RAD52 DNA annealing; P43351; recombinant RAD52 DNA annealing, FRET fluorescence; inhibition, % at 18.7 µM; hit rate 0.46% among 360,000; AID 651710;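 active = every replicate showing at least 50% inhibition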
PglD inh – blocks C. jejuni PglD acetyltransferase activity | purified PglD enzyme, DTNB colorimetric CoA detection | hit rate 0.098% among 360,000 | inhibition, % at 12.5 µM; in the data active = inhibition above about 16%, passing the limit was not always enough; note: strong numbers were not always called active
RAD54 inh – blocks human RAD54 Holliday junction branch migration; FAM/BHQ fluorescence; inhibition, % at 10.4 µM; hit rate 0.14% among 360,000;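 active = mean normalized replicate activity at least 40 and at least half of replicates scoring 40 or more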;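 note: 0% = median of neutral control wells and 100% = median of positive control wells; inhibitors cause a drop in the FAM fluorescence signal; in these data hits start at about 50%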
* hit, by the source's call; x = no result given.

SMILES	esBAF inh	ARNT-TACC3 inh	ERp5 block	Casp6 inh	E-selectin induc	RAD52 anneal inh	PglD inh	RAD54 inh
COc1ccc(NS(=O)(=O)c2ccc(NC(C)=O)cc2)c(OC)c1	x	0	-10	4	x	-17	x	x
O=C(Nc1ccccc1N1CCCC1)C1CCN(C(=O)c2ccc(F)cc2)CC1	1	0	1	-3	x	-8	-1	11
CN(C)S(=O)(=O)c1ccc(C(=O)N2CC(=O)Nc3ccc(F)cc3C2c2ccc(F)cc2)cc1 (stereo not given)	-5	2	1	-5	x	4	-1	2
Fc1ccccc1Nc1nc2ccccc2n2nnnc12	35	-11	-3	-2	16	-23	2	-1
O=C(Nc1ccc2nc(N3CCOCC3)sc2c1)c1cc2ccccc2o1	37	x	4	-2	0.1	-13	1	5
O=C(NCCc1ccccc1)c1ccc(CS(=O)(=O)Cc2ccc(F)cc2)o1	5	3	-11	1	x	-5	0	3
C=CCN1C(=O)C(O)(CC(=O)c2ccc(-n3cccc3)cc2)c2ccccc21 (stereo not given)	8	4	x	x	x	x	-3	8
CC(Sc1nccn1C)C(=O)c1ccc(Br)cc1 (stereo not given)	6	0	3	-2	x	-6	-8	3
Nc1ccccc1CCc1ccccc1N	2	x	0	1	1.2	-31	2	1
O=C(Cn1cc(COc2ccc(Br)cc2[N+](=O)[O-])nn1)c1ccc(O)cc1	3	-3	4	13	0.1	1	-1	-7
CC1CN(C(=O)CCC(=O)NC2CCN(Cc3ccccc3)CC2)c2ccccc2O1 (stereo not given)	3	-6	4	-2	x	-9	0	-3
CCOC(=O)c1cn(CC(=O)Nc2cccc(F)c2)nn1	x	x	2	0	1.8	-10	x	x
Cc1ccnc(NC(=O)c2cccc(NS(=O)(=O)c3ccccc3C)c2)c1	4	-3	x	x	x	x	-1	-10
COc1ccc(CNC(=O)c2nccnc2CO)cc1	-10	-5	6	1	0.1	-3	9	-2
O=C(NC1CCCCC1)C1CCCN(S(=O)(=O)c2ccc(Br)s2)C1 (stereo not given)	x	2	1	0	x	-24	x	x
CCCOC(=O)CC1C(=O)NCCN1Cc1cc(OC)cc(OC)c1 (stereo not given)	x	-2	-3	-1	-0.1	-3	x	x
Cc1cc(OCC(=O)Nc2ccncc2)cc(C)c1Cl	10	-4	4	0	x	-18	0	-19
C[C@@H]1CN([C@H](C)CO)C(=O)Cc2cc(NS(=O)(=O)c3ccccc3)ccc2O[C@H]1CN(C)C(=O)NC1CCCCC1	-1	1	1	2	-0.1	8	1	-1
Cc1ccc(S(=O)(=O)N(C)C[C@H]2Oc3cc(C#Cc4ccccc4)ccc3S(=O)(=O)N([C@@H](C)CO)C[C@H]2C)cc1	-4	8	1	2	-1.1	1	-1	-1
CCOc1cc(NC(=S)NCc2ccco2)c(OCC)cc1NC(C)=O	-4	2	x	x	x	x	-5	-13
CO[C@@H]1CN(C)C(=O)c2ccc(NC(=O)c3cnccn3)cc2OC[C@@H](C)N(C(=O)C2CC2)C[C@@H]1C	-4	-6	-3	2	-0.4	-7	1	3
CCOC(=O)c1sc(NC(=O)CN2CC(C)OC(C)C2)nc1C (stereo not given)	-8	-2	4	9	x	-18	5	7
Cc1noc(C)c1S(=O)(=O)N(C)C[C@@H]1OCc2ccccc2-c2c(n(C)c3ccccc23)C(=O)N([C@H](C)CO)C[C@H]1C	-3	-1	1	2	-0.2	7	2	-3
OC(COc1ccccc1Br)CN1CCNCC1 (stereo not given)	-6	29	4	-16	0.2	-14	-4	4
CCOc1cc2c(cc1OC)C(NC(=O)C(F)(F)F)CC2=O (stereo not given)	-2	-7	x	x	x	x	1	-7
Cc1noc(C)c1NC(=O)Nc1ccc2c(c1)C(=O)N([C@H](C)CO)C[C@H](C)[C@@H](CN(C)C(=O)Nc1cccc3ccccc13)OCCCC[C@@H](C)O2	-4	-14	x	x	-0.1	x	-2	-6
COc1ccccc1CCNS(=O)(=O)c1cc2c3c(c1)CCN3C(=O)CC2	x	-5	8	20	-0.1	-1	-5	10
CC(SCc1ccccc1)C(=O)NC1CCCC1 (stereo not given)	4	-4	x	x	x	x	1	-8
CC(C)(C)n1nnnc1C(c1cccnc1)N1CCOCC1 (stereo not given)	-3	1	3	-3	3.0	-8	-2	17
Cc1noc(C)c1NC(=O)N(C)C[C@@H]1Oc2ccc(NC(=O)CCC(F)(F)F)cc2C(=O)N([C@H](C)CO)C[C@@H]1C	-3	-2	-7	11	-5.5	-17	-5	-15

Shown with two lines to a compound: part of the list above
Under each structure – esBAF inh | ARNT-TACC3 inh | ERp5 block | Casp6 inh | E-selectin induc | RAD52 anneal inh | PglD inh | RAD54 inh
CCOC(=O)c1sc(NC(=O)CN2CC(C)OC(C)C2)nc1C (stereo not given)
 : -8 | -2 | 4 | 9 | x | -18 | 5 | 7
O=C(NCCc1ccccc1)c1ccc(CS(=O)(=O)Cc2ccc(F)cc2)o1
 : 5 | 3 | -11 | 1 | x | -5 | 0 | 3
COc1ccccc1CCNS(=O)(=O)c1cc2c3c(c1)CCN3C(=O)CC2
 : x | -5 | 8 | 20 | -0.1 | -1 | -5 | 10
Cc1noc(C)c1NC(=O)Nc1ccc2c(c1)C(=O)N([C@H](C)CO)C[C@H](C)[C@@H](CN(C)C(=O)Nc1cccc3ccccc13)OCCCC[C@@H](C)O2
 : -4 | -14 | x | x | -0.1 | x | -2 | -6

(listing goes on)
SMILES	esBAF inh	ARNT-TACC3 inh	ERp5 block	Casp6 inh	E-selectin induc	RAD52 anneal inh	PglD inh	RAD54 inh
COc1ccc(C(C)=O)cc1COc1ncnc2ccccc12	x	1	2	-1	-0.1	-22	x	x
CC(C)(C)OC(=O)N1CCN(C(=O)OCC2c3ccccc3-c3ccccc32)CC1C(=O)O (stereo not given)	-7	-5	1	-4	-0.1	-5	x	-15
O=C(c1ccco1)n1nc(-c2ccc(Cl)cc2)nc1NCc1ccco1	39	-3	x	x	x	x	-3	-2
Cc1ncoc1C(=O)NC1CCCc2c1cnn2-c1cc(F)cc(F)c1 (stereo not given)	x	x	-1	0	0.1	-3	x	x
CCOC(=O)c1oc2ccccc2c1COC(=O)CNC(=O)c1ccco1	1	-5	-2	5	0.1	-3	x	x
CN(CCOC(=O)/C=C/c1ccco1)Cc1ccccc1	x	-4	8	-1	-1.7	-25	x	x
COC(=O)C(CO)NC(=O)C(C)NC(=O)CNC(=O)OCc1ccccc1 (stereo not given)	x	-10	7	-2	x	-6	x	x
C[C@H](CO)N1C[C@H](C)[C@H](CN(C)S(=O)(=O)c2cccs2)Oc2ccc(NC(=O)Nc3ccc4c(c3)OCO4)cc2C1=O	1	11	-2	-4	-0.2	11	6	2
CNC(=O)c1nc(C)n(-c2cc(Cl)cc(Cl)c2)n1	-7	-3	x	x	x	x	3	1
CCOc1cc(/C=N/NC(=O)c2ccccn2)ccc1OC(=O)c1ccc(F)cc1	x	-3	3	0	x	-5	2	-11
CCOC(=O)N1CCC(NC(=O)CCN2C(=O)COc3ccccc32)CC1	-1	-8	-1	0	x	-12	4	5
CO[C@H]1CN(C)C(=O)c2ccc(NC(=O)c3ccccc3F)cc2OC[C@H](C)N(C)C[C@@H]1C	1	-15	x	x	-0.2	x	1	11
CCc1nnc(NC(=O)c2cc(-c3ccncc3)nc3ccccc23)s1	-7	-5	4	1	x	-22	0	-25
Cc1ccc(NC(=O)CSC2=NN3CCCC(=O)N=C3S2)c(C)c1	-3	-5	0	-2	-1.5	-3	0	5
O=C([C@@H]1N[C@@H]2c3ccc(C4=CCCCC4)c(=O)n3C[C@@H]2[C@H]1CO)N1CCc2ccccc2C1	4	x	x	x	-0.3	x	0	2
C[C@@H]1CCCCO[C@@H](CN(C)Cc2ccc3c(c2)OCO3)[C@H](C)CN([C@H](C)CO)C(=O)c2cc(NS(=O)(=O)c3cccs3)ccc2O1	1	2	x	x	-0.1	x	0	-5
C[C@@H]1CN([C@@H](C)CO)C(=O)Cc2cc(NC(=O)Nc3ccc4c(c3)OCO4)ccc2O[C@@H]1CN(C)C(=O)Nc1ccc(F)cc1	3	-1	x	x	0.0	x	3	-2
COC(=O)Cc1c(C)c2ccc(OCC(=O)N3CCCC(C)C3)c(C)c2oc1=O (stereo not given)	13	2	-1	1	-0.3	-5	3	-3
O=C(C[C@@H]1C[C@@H]2c3cc(NC(=O)C4CCC4)ccc3O[C@@H]2[C@@H](CO)O1)NCC(F)(F)F	0	-3	4	-3	0.1	6	0	6
CC(C)(C)CC(=O)NC(=S)Nc1ccccc1[N+](=O)[O-]	x	-5	2	1	-0.6	-12	x	x
CC(C)(C)C(=O)NC(=S)Nc1cccc(C(=O)O)c1	x	-5	2	-1	x	-11	x	x
C[C@H]1CN([C@@H](C)CO)C(=O)c2cc(NS(=O)(=O)c3ccccc3)ccc2O[C@H]1CN(C)Cc1ccc(Oc2ccccc2)cc1	1	6	-2	9	0.0	-13	1	-1
CCOc1cc(N2CCOCC2)c(OCC)cc1NC(=O)c1cc(C)nc2ccccc12	x	x	1	-1	-0.5	-16	x	x
Cc1noc(C)c1S(=O)(=O)N(C)C[C@@H]1OCCCC[C@H](C)Oc2ccc(NC(=O)Cc3ccccc3)cc2C(=O)N([C@H](C)CO)C[C@H]1C	1	-2	0	3	1.1	-18	0	1
COc1ccc(CNC(=O)CS(=O)Cc2nc(-c3ccc(C)cc3)oc2C)cc1 (stereo not given)	2	-18	-9	-1	x	-16	4	-1
O=c1n(-c2cccc(Cl)c2)c(=O)n2n1CCC2	-9	-12	x	x	x	x	-3	0
Cc1ccc(C)c(N2CCN(C(=O)c3ccc(CS(=O)Cc4ccc(Cl)cc4)o3)CC2)c1 (stereo not given)	5	x	3	3	x	-5	3	-14
COc1cccc(-c2cnc3c(c2)C(=O)N([C@H](C)CO)C[C@@H](C)[C@H](CN(C)Cc2cccnc2)O3)c1	-1	-2	-2	1	-0.2	-10	2	6
CCOC(=O)Cc1csc(NC(=O)COc2ccc(N(C)S(=O)(=O)c3cccs3)cc2)n1	-3	0	x	x	x	x	3	6
O=C(Nc1cccc(S(=O)(=O)NC2=NCCCCC2)c1)c1ccc(Cl)cc1	10	7	7	1	x	-11	4	-12
CCN(C(=S)Nc1cccnc1)c1cccc2ccccc12	x	51*	5	13	x	-3	x	x
O=C1C2CCCCN2C(=O)N1CCN1CCN(c2ccc(F)cc2)CC1 (stereo not given)	-11	-5	3	4	x	1	0	1
O=C(CSc1nnc(-c2ccncc2)o1)N1CCCC1	x	2	5	3	14	-2	x	x
CC(On1nnc2ccccc21)C(=O)N1CCN(Cc2ccccc2)CC1 (stereo not given)	6	-1	-1	3	x	-9	-2	5
C[C@@H]1CN([C@@H](C)CO)S(=O)(=O)c2ccc(C#Cc3ccccc3)cc2O[C@@H]1CN(C)S(C)(=O)=O	-8	-1	-7	5	-0.2	-23	-2	-11
O=C(NNC(=S)NC(=O)c1ccccc1)c1ccc(O)cc1	2	11	2	1	0.2	-24	3	-9
C=CCOc1ccc(C(c2c(O)nc(SC)[nH]c2=O)c2c(O)nc(SC)[nH]c2=O)cc1	3	-15	2	3	0.4	-40	13	-2
CNc1nc(Nc2ccccc2)nc(OCC(F)(F)F)n1	0	1	-1	3	x	-6	-12	9
O=C(Nc1ccc(Cn2cccn2)cc1)c1ccc(COc2cccc(Br)c2)cc1	26	-5	x	x	x	x	-1	-3
COc1ccc(S(=O)(=O)NCC(=O)N(CC(=O)NCc2ccco2)Cc2ccc(F)cc2)cc1	-6	-14	-1	-1	-0.2	-4	6	-1
CCOC(=O)CCc1nc2ccccc2[nH]c1=O	-5	-8	x	x	x	x	-1	-2
N#Cc1ccccc1S(=O)(=O)Nc1ccc2c(c1)OCCO2	-4	-1	1	0	x	1	3	0
CSc1nnc(C2CCN(CC(=O)Nc3ccccc3N3CCOCC3)CC2)n1C	-8	-1	-2	1	x	-3	-3	-12
O=C(COc1ccc(F)cc1)Nc1nc(-c2ccccn2)cs1	1	32	-1	3	0.2	-6	-1	9

Quoted at random: two entries already listed.
SMILES	esBAF inh	ARNT-TACC3 inh	ERp5 block	Casp6 inh	E-selectin induc	RAD52 anneal inh	PglD inh	RAD54 inh
CC(C)(C)n1nnnc1C(c1cccnc1)N1CCOCC1 (stereo not given)	-3	1	3	-3	3.0	-8	-2	17
CNC(=O)c1nc(C)n(-c2cc(Cl)cc(Cl)c2)n1	-7	-3	x	x	x	x	3	1
